proCasp7 act – counter-screen for procaspase-3 activators: activators of human procaspase-7. 330,000 tested, 0.093% active. AID 463210. recombinant procaspase-7, Ac-DEVD-pNA absorbance 405 nm; D23A/D198A/D206A triple mutant, cannot self-cleave; scale: DMSO 0, 5 µM enzyme 100. activation, % at 8.5 µM;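 active = percent activation above the screen-wide mean plus 3 SD, cut at about 25% in these data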
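Assay system: Uncleavable procaspase-7 mutant enzyme; Input: 2 µM procaspase-7 mutant as dispensed; Also added: DEVD-pNA substrate; Medium: Zinc-free HEPES pH 7.4 with 300 mM NaCl, 0.01% Triton X-100; Timing: 1 h compound preincubation, 2 h substrate cleavage, 25 °C; Measured by: Epi-absorbance of released pNA at 405 nm, two timepoints.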
CR mimetic SO – lowers age-related superoxide in aged yeast cells | S. cerevisiae aged cells, superoxide DHE fluorescence; active compounds read low | superoxide response (% of plate mean), % at 10 µM | 330,000 tested, 0.18% active | AID 2690;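 active = superoxide response under a set limit, about three screen SD below normal, cut at about 65% in these data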;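 also: yeast aged for seven days with compound at 30 °C before DHE staining; 100% = average MFI of all compound-treated wells on the plate with controls excluded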
procasp3 activ – activators of human procaspase-3; recombinant procaspase-3 D3A, Ac-DEVD-pNA absorbance 405 nm; 330,000 tested, 0.11% active; activation, % at 8.5 µM; P42574; AID 463141;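 active = activation above the mean of all tested compounds plus 3 SD, cut at about 21% in these data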;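 also: 0% = DMSO alone and 100% = DMSO wells spiked with extra 5 µM PC-3 D3A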
Target sequence (P42574 whole entry D9A/D28A/D175A): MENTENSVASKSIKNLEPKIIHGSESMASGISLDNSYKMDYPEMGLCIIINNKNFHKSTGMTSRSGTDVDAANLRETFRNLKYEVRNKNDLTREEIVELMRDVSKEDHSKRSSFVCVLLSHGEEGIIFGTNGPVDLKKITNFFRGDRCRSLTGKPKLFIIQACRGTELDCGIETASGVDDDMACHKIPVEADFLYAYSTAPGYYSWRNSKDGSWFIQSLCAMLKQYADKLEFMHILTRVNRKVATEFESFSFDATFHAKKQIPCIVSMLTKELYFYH
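material = Procaspase-3 D3A mutant | probe or stimulus = Ac-DEVD-pNA | compound = single dose, 8.5 µM nominal compound, 0.8% DMSO | timing = 1 h preincubation, 2 h reaction | measured by = 405 nm absorbance of p-nitroaniline, reads at 0 and 120 min | benchmarks = DMSO-only low control, 5 µM PC-3 D3A high control | repeats = singlicate, each compound tested once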
AHR activator – human AHR activation; 320,000 tested, 2.5% active; P35869; activation, % at 5 µM; AHR-responsive luciferase reporter cells, luminescence; in the data active = activation above about 47%;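 also: 0% = vehicle wells and 100% = reference agonist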
Target sequence (P35869 whole entry, looked up): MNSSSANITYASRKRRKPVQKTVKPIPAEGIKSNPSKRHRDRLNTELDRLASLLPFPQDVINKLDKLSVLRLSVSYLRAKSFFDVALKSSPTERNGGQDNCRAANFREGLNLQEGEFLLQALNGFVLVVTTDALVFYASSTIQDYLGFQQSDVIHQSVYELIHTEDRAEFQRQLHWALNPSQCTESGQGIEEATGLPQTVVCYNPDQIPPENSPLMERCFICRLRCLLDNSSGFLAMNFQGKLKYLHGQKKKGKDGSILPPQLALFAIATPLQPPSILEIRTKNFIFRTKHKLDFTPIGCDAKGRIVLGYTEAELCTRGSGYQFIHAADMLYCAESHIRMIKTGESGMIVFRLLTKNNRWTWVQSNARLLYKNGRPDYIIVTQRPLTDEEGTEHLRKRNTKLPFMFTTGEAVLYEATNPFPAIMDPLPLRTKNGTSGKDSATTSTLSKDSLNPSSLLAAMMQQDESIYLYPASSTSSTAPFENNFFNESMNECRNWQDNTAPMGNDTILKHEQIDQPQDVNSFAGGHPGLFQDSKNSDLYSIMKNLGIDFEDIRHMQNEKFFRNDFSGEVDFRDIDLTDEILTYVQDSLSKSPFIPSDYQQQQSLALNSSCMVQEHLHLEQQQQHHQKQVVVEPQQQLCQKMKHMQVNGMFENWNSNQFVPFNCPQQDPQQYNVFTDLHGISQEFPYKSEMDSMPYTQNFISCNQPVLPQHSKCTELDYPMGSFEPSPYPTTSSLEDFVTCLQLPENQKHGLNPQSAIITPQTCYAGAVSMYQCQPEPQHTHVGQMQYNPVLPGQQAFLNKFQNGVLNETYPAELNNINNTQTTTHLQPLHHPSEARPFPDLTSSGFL
LAP4-GFP MLPCN – alters LAP4-GFP fluorescence in TOR pathway yeast screen; S. cerevisiae LAP4-GFP multiplex, flow cytometry GFP, 3 h; median GFP as percent of DMSO wells; GFP response vs DMSO, % at 10 µM; 320,000 tested, 0.34% active;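 active = GFP response vs DMSO above a set limit, about the screen mean plus 3 SD, cut at about 150% in these data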
MEP2-GFP yeast – yeast TOR pathway MEP2-GFP modulation; AID 2016; 330,000 tested, 0.51% active; S. cerevisiae MEP2-GFP strain, flow cytometry GFP, 3 h; 100% = DMSO control level; GFP response vs DMSO, % at 10 µM;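 active = GFP response versus DMSO above a set limit, roughly screen mean plus 3 SD, cut at about 180% in these data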;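 also: median GFP fluorescence of the barcode-gated MEP2-GFP cells per well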
RPL19A-GFP yeast – yeast TOR pathway RPL19A-GFP modulation. S. cerevisiae RPL19A-GFP strain, flow cytometry, 3 h; active compounds read low. AID 2025. percent response vs DMSO, % at 10 µM. 330,000 tested, 0.3% active;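 active = percent response vs DMSO below 50%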;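 also: median channel GFP fluorescence of the barcoded RPL19A-GFP strain; ratio of sample median GFP to plate DMSO average so 100% = DMSO; lower means less RPL19A-GFP as with rapamycin TOR inhibition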
JMJD2C inh – blocks human GASC-1 demethylase activity; Q9H3R0; GST-JMJD2C(1-420) H3K9me3 demethylation, DELFIA europium; inhibition, % at 2.35 µM; 330,000 tested, 0.069% active; AID 2099;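 active = more than half of a compound's replicate wells show inhibition beyond 50%, single wells judged on their own value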;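 also: signal counts dimethyl H3K9 product captured on neutravidin plate; 0% = median of DMSO wells and 100% = 0.3 times that DMSO median; strong numbers were not always called active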
An asterisk follows results filed as active; . = not tested or not shown; & = joins results of further samples.

SMILES	proCasp7 act	CR mimetic SO	procasp3 activ	AHR activator	LAP4-GFP MLPCN	MEP2-GFP yeast	RPL19A-GFP yeast	JMJD2C inh
CCOC(=O)c1cn[nH]c1NC(=S)Nc1ccccc1	-1	104	1	0	117	103	101	-5
CCc1nnc(NC(=O)CSc2nnc(Cc3ccccc3)n2-c2ccccc2)s1	6	102	4	2	99	94	97	2&-9
Cc1ccc(NS(=O)(=O)c2ccc3c(c2)c(=O)n(C)c(=O)n3C)cc1F	1	108	-2	-1	104	97	97	-8
COc1ccccc1NS(=O)(=O)c1ccc2c(c1)NC(=O)CC(=O)N2	-3	108	6	-2	99	104	102	1
CC(C)N(Cc1ccccc1)C(=O)COC(=O)CCC(=O)c1ccc(F)cc1	5	90	-3	-2	105	98	97	.
CC1(C)OC(=O)C(=CNC(Cc2c[nH]c3ccccc23)C(=O)O)C(=O)O1 (stereo unspecified)	5	97	5	12	100	102	98	1
COc1ccc(OCC(=O)OC(C)CN2CCCCC2)cc1 (stereo unspecified)	9	106	-3	-4	96	101	97	11
CC(C)NS(=O)(=O)c1ccc(CCC(=O)NCc2ccccn2)cc1	17	88	-1	2	85	111	100	3
CCC(C)(C)C1CCC(=NNC(=S)Nc2cccnc2)CC1 (stereo unspecified)	14	97	0	69*	85	91	92	0
Cc1ccsc1C(=O)NNC(=S)NCC(C)C	4	89	-3	0	101	99	96	5

One compound at a time (already shown).
`Cc1ccsc1C(=O)NNC(=S)NCC(C)C` as listed: proCasp7 act = 4; CR mimetic SO = 89; procasp3 activ = -3; AHR activator = 0; LAP4-GFP MLPCN = 101; MEP2-GFP yeast = 99; RPL19A-GFP yeast = 96; JMJD2C inh = 5
`Cc1ccc(NS(=O)(=O)c2ccc3c(c2)c(=O)n(C)c(=O)n3C)cc1F` as listed: proCasp7 act = 1; CR mimetic SO = 108; procasp3 activ = -2; AHR activator = -1; LAP4-GFP MLPCN = 104; MEP2-GFP yeast = 97; RPL19A-GFP yeast = 97; JMJD2C inh = -8

Going on with the list:
SMILES	proCasp7 act	CR mimetic SO	procasp3 activ	AHR activator	LAP4-GFP MLPCN	MEP2-GFP yeast	RPL19A-GFP yeast	JMJD2C inh
C=CCNC(=S)NCCO	17	81	6	-1	93	99	102	10
O=C1c2cc(Cl)ccc2OC2(CCNCC2)C12CC(c1ccccc1)=NO2 (stereo unspecified)	-1	96	6	0	90	102	97	-2
CN(CCC#N)C(=O)CSc1nc2scc(-c3ccccc3)c2c(=O)[nH]1	-13	116	5	1	92	102	102	-8
COc1ccc(CCNC(=O)N2c3ccccc3Sc3ccccc32)cc1	-3	87	5	5	.	116	95	38
CN(CCO)C(=O)C1CCN(c2ncc(C(F)(F)F)cc2Cl)CC1	6	103	8	0	98	109	104	-30
COc1ccc(Nc2nnc(SC(C(=O)Nc3cc(C)ccc3C)c3ccccc3)s2)cc1 (stereo unspecified)	9	95	7	4	92	104	105	-20
COc1ccc(C(C)NC(=O)Cc2ccc(Br)cc2)cc1 (stereo unspecified)	-13	109	8	2	89	97	99	28
CC(C)C(NC(=O)c1ccccc1)C(=O)N1CCCCCC1 (stereo unspecified)	1	105	-2	0	117	92	93	9
COc1ccc(NC(=O)N(C)C[C@H]2Oc3ccc(NC(=O)C4CC4)cc3C(=O)N([C@H](C)CO)C[C@@H]2C)cc1	-7	108	5	0	102	102	104	5
Cc1ccc(NC(=O)C2C(c3ccccc3)C2(Cl)Cl)c(C)c1 (stereo unspecified)	8	108	5	23	103	105	106	-3
CCOc1ccc(Br)cc1C(=O)N/N=C/c1cccnc1	4	98	-3	67*	100	107	98	0
Cc1ccc2nc(SCC(=O)c3c[nH]c4ccccc34)[nH]c2c1	7	87	7	46	109	114	103	-16
Cc1ccc(S(=O)(=O)N2CCCC2CNC(=O)c2ccc3c(c2)OCO3)cc1 (stereo unspecified)	12	99	-4	6	106	93	95	-7
COc1ccc(S(=O)(=O)N(CC(=O)NCC2CCCO2)C2CCCCC2)cc1OC (stereo unspecified)	9	94	2	-1	97	104	98	3
CSc1ccccc1C(=O)C1CCCN(S(=O)(=O)c2c(C)noc2C)C1 (stereo unspecified)	-2	95	11	7	100	100	97	-4
N#C/C(=C\c1cn(Cc2ccccc2)c2ccccc12)C(=O)NCc1ccco1	-16	103	-26	6	94	88	91	9
Cc1ccc2oc(=O)c3cc(C(=O)NCCCN4CC(C)CC(C)C4)sc3c2c1 (stereo unspecified)	1	94	15	-1	89	102	103	25
O=C(C1CCN(S(=O)(=O)N2CCOCC2)CC1)N1CCOCC1	6	73	-2	1	94	107	102	-51
COc1cc(NS(=O)(=O)c2ccc(N)cc2)nc(OC)n1	-3	113	-2	-5	116	100	106	-3
Clc1ccccc1CSc1cc2c(nn1)-c1ccccc1CC2	6	104	-3	72*	106	108	.	-1

The last three records of the section before are carried over, then new ones follow.
SMILES	proCasp7 act	CR mimetic SO	procasp3 activ	AHR activator	LAP4-GFP MLPCN	MEP2-GFP yeast	RPL19A-GFP yeast	JMJD2C inh
O=C(C1CCN(S(=O)(=O)N2CCOCC2)CC1)N1CCOCC1	6	73	-2	1	94	107	102	-51
COc1cc(NS(=O)(=O)c2ccc(N)cc2)nc(OC)n1	-3	113	-2	-5	116	100	106	-3
Clc1ccccc1CSc1cc2c(nn1)-c1ccccc1CC2	6	104	-3	72*	106	108	.	-1
CN(C)CCNC(=O)c1sc2cccc(F)c2c1Cl	5	102	-1	8	101	97	98	-1
O=C(CN1C(=O)c2ccccc2C1=O)NC1CCCCC1	11	95	-6	-4	99	102	102	2
CCCNC(=O)CN1C(=O)COc2ccc(S(=O)(=O)N3CC(C)CC(C)C3)cc21 (stereo unspecified)	-3	86	6	3	97	100	101	8
Cc1cccnc1NC(=O)c1ccc(OCc2c(C)noc2C)cc1	2	100	8	-4	75	102	108	9
Nc1ccc(N2CCCCC2)c(S(=O)(=O)Nc2ccc(Cl)cc2)c1	5	113	6	0	106	102	100	4
CCNC(=S)NNC(=O)c1cc(-c2cccnc2)nc2ccccc12	-16	135	-4	31	106	109	101	5
O=C(Cn1c(CCCO)nc2ccccc21)Nc1ccccc1-c1ccccc1	-5	97	6	0	80	98	98	4
COc1ccc(Nc2cc(C(=O)NCCCN3CCOCC3)c3ccccc3n2)cc1	-10	101	1	23	94	103	99	0
CCCCNC(=O)CSc1nc(COc2ccccc2)nc2ccccc12	-8	100	-2	0	105	108	97	-8
Cc1ccc(N/N=C2\CCS(=O)(=O)c3sccc32)cc1	1	98	-7	16	116	69	95	6
Cc1cc(-c2ccc(C)c(S(=O)(=O)NCCN3CCC(C)CC3)c2)on1	-2	93	-3	-1	97	85	94	-1
COc1ccccc1OCC(=O)Nc1ccc(N2CCOCC2)cc1N1CCOCC1	-9	93	11	4	111	100	99	8
CC(=O)N1CCN=C1SCc1ccccc1F	-5	95	0	-2	96	111	103	-14
c1ccc(-c2noc(CN3CCN(C(c4ccccc4)c4ccccc4)CC3)n2)cc1	-2	79	7	-1	115	101	99	-9
COc1ccccc1NC(=O)C(C)N1C(=O)C2CCCCC2C1=O (stereo unspecified)	-12	113	6	2	108	107	103	-2
CC(C)OC(=O)c1ccc(NC(=O)c2ccco2)cc1	7	96	6	1	120	116	103	10
O=C(c1cccc(S(=O)(=O)N2CCCC2)c1)N1CCCC(C(F)(F)F)C1 (stereo unspecified)	1	88	4	2	113	105	104	5
Cc1ccc2c(c1C)NC(C(=O)O)C1CC=CC21 (stereo unspecified)	-3	96	-1	3	99	105	96	-19
COc1cccc(/C=C/C(=O)OCC(=O)NCC2CCCCC2)c1OC	0	89	7	1	104	102	101	3
CC(=O)Nc1nc(C)cs1	8	98	7	0	105	101	100	-13
CNS(=O)(=O)c1cccc(C(=O)NCC2(N3CCCCC3)CCCCC2)c1	6	101	7	-2	94	105	102	-4
COc1ccc(-n2c(=S)[nH]c3cc(C(=O)NCCCN4CCOCC4)ccc3c2=O)c(OC)c1	9	106	-2	-1	94	103	103	5
CC(C)(C)C(=O)NC(=S)Nc1ccc(Cl)c(C(=O)O)c1	-2	143	0	5	107	105	100	-4
Cc1ccccc1-c1cc2nc(C)c(Cl)c(=O)n2[nH]1	6	100	-4	9	105	103	103	-18
Cc1ccc(C)c(NC(=O)CSc2nnc(CNC(=O)c3ccco3)n2C)c1	-1	75	5	-3	91	99	104	3
COc1ccc(NC(=O)CSc2nnc(-c3ccoc3C)n2CC2CCCO2)cc1 (stereo unspecified)	-1	114	-2	2	109	108	105	-8
CC1=NN(c2ccccc2)C(=O)C1(C)C	3	94	0	3	108	97	93	1
Oc1ccc(/C=N/n2c(-c3ccccc3)n[nH]c2=S)cc1	-2	97	-1	14	90	110	103	12
COc1ccc(C(=O)CCC(=O)Nc2ccc(N3CCCCC3)cc2)cc1OC	-5	93	-7	2	98	104	106	-9
O=C(CCn1nc(-c2ccc(Cl)cc2)ccc1=O)N1CCN(c2ccc(F)cc2)CC1	-7	101	4	8	97	106	102	-1
Cc1cc(NS(=O)(=O)c2ccc(NC(=O)Nc3cccc(C(F)(F)F)c3)cc2)no1	12	94	1	2	95	109	102	0
COc1cnc(-c2ccccn2)nc1N(C)c1ccccc1	-24	94	-3	17	99	101	102	8
COc1cc(OC)c(S(=O)(=O)N2CCOCC2)cc1S(=O)(=O)N1CCOCC1	3	105	2	-4	98	99	108	-8
CC(C(=O)NCc1ccc(F)cc1)c1ccc([N+](=O)[O-])cc1 (stereo unspecified)	-6	90	-4	-1	104	100	98	10
CC(C)CNC(CC(=O)Nc1cccc([N+](=O)[O-])c1)C(=O)O (stereo unspecified)	3	108	1	6	100	102	103	14
CN1CCN(NC(=O)c2ccc(S(=O)(=O)N3CCCCCC3)cc2)CC1	11	94	3	-2	101	116	97	9
COc1cc(-c2nnc(COc3ccc4ccccc4c3)o2)cc(OC)c1OC	4	105	0	8	110	90	95	13
O=C(CN(Cc1ccc(F)cc1)C(=O)CNS(=O)(=O)c1ccc(F)cc1)NCc1ccco1	8	90	0	-3	99	106	104	6
COc1ccccc1N(Cc1ccccc1)S(=O)(=O)c1cccc(C(=O)Nc2cccc(C)n2)c1	7	90	-12	7	104	101	102	11
O=C(CSc1nncc2ccccc12)Nc1cccc(O)c1	6	96	5	1	95	95	100	-3
COc1ccc(S(=O)(=O)N(C)C)cc1NCC(=O)Nc1ccc(Br)c(C)c1	2	106	-7	15	103	101	102	9
Cc1ccc2c(c1)NC(=O)C(CC(=O)NCCCN1CCN(c3cc(C)ccc3C)CC1)O2 (stereo unspecified)	-11	98	-3	0	102	102	101	-8
Cc1ccc2c(c1)N(CCCC(=O)Nc1cccc(C(F)(F)F)c1)C(=O)CO2	7	126	9	7	86	111	60	0
CCCc1cc(=O)[nH]c(SCC(=O)Nc2cc(C)on2)n1	0	92	2	-1	94	113	103	24
Cc1ccc(/C=C2\SC(=S)N(c3cccnc3)C2=O)cc1	-2	96	-3	7	98	101	104	-2
CC(NC(=O)c1ccc(Br)s1)C1CCCO1 (stereo unspecified)	0	99	0	0	99	100	103	0
O=C(CSc1nn(-c2ccccc2)c(=S)s1)NC(=O)NCc1ccco1	-1	110	6	4	103	103	102	3
CCc1ccccc1NC(=O)CSc1n[nH]c(C)c1[N+](=O)[O-]	-5	87	-2	0	104	103	109	28
CC1CCCN(CC(O)COCc2ccccc2)C1 (stereo unspecified)	-9	110	-1	1	91	111	105	12

High-throughput results as filed in PubChem.
